Assay outcomes as filed in PubChem.
RSV antiviral HEp-2: RSV antiviral activity via CPE protection, HEp-2 cells, primary 10 µM value included (AID 2391); HEp-2 cells, RSV-induced CPE inhibition; higher % means a stronger effect; CPE inhibition, % at 10 µM, or IC50 in µM where a hit was titrated; hit rate 0.13% among 310,000; in the data active = a potency from the dose series; inconclusive = CPE inhibition mostly from about 23% at the one dose, without a potency; inactive = the rest, 99 in 100 with CPE inhibition below about 21%; also: strong numbers were not always called active
SV40 large T antigen: SV40 large T antigen inhibitors, biochemical (AID 1903) | SV40 large T antigen ATPase/helicase inhibition assay; higher % means a stronger effect | inhibition, % at 20 µM; hits with a dose series show IC50 in µM | hit rate 0.39% among 310,000; in the data active = a potency from the dose series; inconclusive = inhibition mostly from about 32% at the one dose, without a potency; inactive = the rest, 99 in 100 with inhibition below about 32%; also: strong numbers were not always called active
NS5 inhibitors: Dengue-2 NS5 methyltransferase inhibitors, primary screen, biochemical, confirmation dose response (AID 588689) | one-dose inhibition, % at 25 µM; IC50 in µM for titrated hits | Genome polyprotein (Dengue virus type 2 (strain 16681-PDK53)) | Dengue-2 NS5 methyltransferase capping enzyme assay, biochemical; higher % means a stronger effect | hit rate 0.3% among 340,000; in the data active = a potency from the dose series; inconclusive = inhibition above about 29% without an active follow-up result
T cell modulator: modulators of CD8 T cell-vesicle binding, primary screen, mouse 2C CD8+ T cells, flow cytometry; 2C CD8+ T cell-vesicle binding; hits give low values; calls only at 7 µM; hit rate 0.068% among 330,000;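 active = response, share of CD8 T cells binding vesicles, and their 90th percentile fluorescence all below set limits, cut at about 80% in these data, passing the limit was not always enough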
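Assay system – 2C mouse CD8+ T cells · Also added – QL9-loaded Drosophila micro-vesicles · Timing – Cell–vesicle co-incubation 1.5 h at 37 °C, staining 20 min on ice · Signal – flow cytometry of vesicle-bound cells · Measure – percent CD8+ FL2 mean versus row control · Controls – Peptide-free naked vesicles (low) and QL9 vesicles with 0.7% DMSO vehicle (high)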
NTR1 agonist: agonists of NTR1, primary screen, imaging, U2OS cells, beta-arrestin-GFP, high content (AID 493036) | Neurotensin receptor type 1 (Homo sapiens), P30989 | NTR1-U2OS beta-arrestin-GFP spot imaging, agonist mode | activation, % at 20 µM | hit rate 0.17% among 330,000;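 active = activation at or above 40% of the spot to cytoplasm intensity ratio, with at least 20 cells analyzed; inconclusive = wells under 20 cells, flagged as cytotoxic or low count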;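 also: 0% = DMSO without peptide and 100% = 100 nM NTR1 peptide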
Target sequence (P30989 whole entry, looked up): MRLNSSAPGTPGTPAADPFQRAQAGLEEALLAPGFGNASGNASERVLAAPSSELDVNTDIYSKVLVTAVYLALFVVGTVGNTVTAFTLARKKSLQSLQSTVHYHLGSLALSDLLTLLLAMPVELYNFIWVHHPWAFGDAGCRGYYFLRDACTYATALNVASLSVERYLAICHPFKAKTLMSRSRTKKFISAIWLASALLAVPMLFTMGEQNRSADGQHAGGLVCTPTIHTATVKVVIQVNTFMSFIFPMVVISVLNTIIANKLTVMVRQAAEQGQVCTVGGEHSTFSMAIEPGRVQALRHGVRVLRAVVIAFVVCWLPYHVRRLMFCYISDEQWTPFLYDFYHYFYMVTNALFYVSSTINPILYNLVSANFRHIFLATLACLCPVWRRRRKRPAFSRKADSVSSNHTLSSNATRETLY
UTI89 phage lysis: inhibition of K1F phage lysis, E. coli UTI89, bacterial capsule biogenesis inhibitors, alamar blue (AID 488966). inhibition, % at 100 µM; hits with a dose series show IC50 in µM. E. coli UTI89 K1F phage lysis, alamar blue, 2 h; higher % means a stronger effect. hit rate 0.02% among 340,000;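 active = phage lysis inhibition, versus mean bacterial control, above a set limit; inconclusive = no clear call, values can overlap the other calls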;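 also: capsule biogenesis inhibitors block K1F phage lysis so surviving cells raise fluorescence; higher fluorescence means more inhibition of phage lysis; actives were called in the ten point dose series up to 300 µM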
West Nile antiviral: West Nile virus antiviral activity, cell-based, CPE readout (AID 1621); West Nile virus-infected cells, CPE inhibition; higher % means a stronger effect; one-dose CPE inhibition, % at 10 µM; IC50 in µM for titrated hits; hit rate 0.02% among 290,000; in the data active = a potency from the dose series; inconclusive = CPE inhibition mostly from about 3.7% at the one dose, without a potency; inactive = the rest, 99 in 100 with CPE inhibition below about 2.2%; also: strong numbers were not always called active
Salmonella PhoP GFP: inhibitors of PhoP regulon expression, primary screen, Salmonella Typhimurium, GFP reporter (AID 1863) | S. Typhimurium PhoP-regulated promoter GFP reporter, 4 h; higher % means a stronger effect | inhibition, % at 50 µM, or IC50 in µM where a hit was titrated | hit rate 0.16% among 300,000;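 active = inhibition over 29.93%, a cutoff 3 SD above the screen mean, later confirmed by dose response; inconclusive = inhibition over 29.93% but no dose response follow-up; inactive = inhibition at most 29.93% or unconfirmed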;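 also: 0% = low Mg2+ inducing control and 100% = high Mg2+ repressing control; strong numbers were not always called active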
Rac1 GTP hydrolysis: MgcRacGAP GTPase-activating activity inhibitors, confirmation, biochemical, ADP Hunter fluorescence; MgcRacGAP-stimulated Rac1 GTP hydrolysis, ADP Hunter fluorescence; higher % means a stronger effect; GST-tagged Rac1 F28L mutant substrate; inhibition, % at 30 µM, or IC50 in µM where a hit was titrated; hit rate 0.6% among 340,000; AID 624330, 2012;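 active = first-screen hits whose inhibition reached a set limit at any dose in the follow-up dose series; inconclusive = inhibition above the set first-screen limit but never retested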;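 also: fluorescence reports GDP produced by GAP-driven GTP hydrolysis; strong numbers were not always called active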
T cell modulator vesicle-bound %: second read-out of T cell modulator, no call of its own (marks repeat the call); double positive events, %; measured here: CD8+ vesicle-bound cell fraction;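 binding gate set so that unloaded-vesicle control wells show 10% double positive cells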
NTR1 agonist cell count 20 µM: second read-out of NTR1 agonist, no call of its own (marks repeat the call); cell count; measured here: cell count, cytotoxicity flag
NS5 inhibitors pilot replicate: also measured in NS5 inhibitors; calls as there; inhibition, %; measured here: pilot screen replicate inhibition
The depositor's hits bear a star; i = inactive; ? = inconclusive; / = not tested or not shown; + = active, no number; [ ] = dose if it differs, or a comment. This is a random part of the collection; overall some 1.5% were active at least once.

SMILES	RSV antiviral HEp-2	SV40 large T antigen	NS5 inhibitors	T cell modulator	T cell modulator vesicle-bound %	NTR1 agonist	NTR1 agonist cell count 20 µM	UTI89 phage lysis	West Nile antiviral	Salmonella PhoP GFP	Rac1 GTP hydrolysis	others
Cc1ccc(CNC(=O)C(C)C2Sc3ccccc3NC2=O)cc1 (stereo not given)	-2.3%	12.4%	3.0%	i	54.0	1.0	55	2.9%[50 µM]	-0.1%	-6.1%	4.6%
CC1(C)CC(=O)C(N=Nc2cc(Cl)c(Cl)c(Cl)c2)=C(O)C1	0.6%	14.9%	-4.4%	i	48.1	-4.4	74	2.2%	0.7%	-8.1%	5.3%
CS(=O)(=O)N(Cc1ccco1)CC(O)Cn1cc(C=O)c2ccccc21 (stereo not given)	1.4%	-0.9%	-8.8%	i	49.9	0.4	84	4.1%	-0.3%	-0.3%	8.3%
CN1CCC(N2CCCC(C(=O)O)C2)CC1 (stereo not given)	1.3%	8.5%	-3.1%	i	36.1	0.8	40	3.4%	-0.1%	-0.6%	4.6%
O=C(Nc1cccc(Cl)c1)c1ccc2c(c1)SC1=NS(=O)(=O)CCN12	/	1.6%	-13.5%	/	/	/	/	0.6%	1.4%	-4.9%	7.5%
COc1ccc(-c2noc3c2-c2nc(C4CCCCC4)sc2CC3)cc1	-2.0%	4.3%	7.0%	i	25.7	0.2	85	0.5%	0.1%	9.2%	14.7%
Cc1ccc(C(=O)COC(=O)CCC(=O)Nc2cc(Cl)ccc2Cl)cc1[N+](=O)[O-]	2.5%	1.0%	-4.0%	i	34.6	1.9	51	0.0%	0.0%	18.6%	-2.8%
Cc1ccc(CN2CCC(Oc3ccc(C(=O)NCc4ccccn4)cc3)CC2)o1	0.3%	19.9%	-1.6%	i	8.1	-0.4	57	-0.1%	-0.2%	0.4%	5.0%
CCN(C[C@H]1N[C@@](C)(C(=O)OC)[C@H]2C(=O)N(C)C(=O)[C@@H]12)C(=O)c1ccc(C)cc1	/	/	-1.3%	i	9.9	-1.4	44	-0.3%	/	/	-7.3%
COc1cc(OC)c(C2=NOC(C(=O)Nc3c(C)n(C)n(-c4ccccc4)c3=O)C2)cc1Cl (stereo not given)	-0.1%	9.6%	-7.6%	i	36.0	-1.8	82	-0.1%	-0.1%	-7.1%	7.0%
CCn1cc(C(=O)Nc2ccc(F)c(F)c2)cn1	4.6%	16.0%	-16.4%	i	1.8	0.6	68	0.4%[50 µM]	0.7%	0.7%	1.5%
COC(=O)c1sc2ccccc2c1-n1cccc1C(=O)C(=O)Nc1ccc(F)cc1	1.8%	6.5%	1.3%	i	49.7	0.3	74	1.2%[50 µM]	-0.2%	0.8%	6.8%
CCc1c(C)nc(SC(C(=O)O)c2ccccc2)c(C#N)c1C (stereo not given)	0.7%	6.0%	-1.3%	i	4.5	1.6	44	1.4%[50 µM]	-0.4%	-17.8%	6.3%
N#Cc1nc(COc2ccccc2)oc1N1CCN(Cc2ccccc2)CC1	8.7%	6.8%	-5.6%	i	25.0	-1.2	79	1.1%	-0.4%	18.0%	3.2%
Cc1ccc(S(=O)(=O)/N=C2/NC(=O)/C(=C\c3cc(Br)cc(Br)c3O)S2)cc1	2.9%	?	?	i	17.3	-1.7	58	-0.2%	0.3%	1.8%	21.6%
CCOCCCNC(=O)Cc1cc(=O)[nH]c(=O)[nH]1	3.0%	0.7%	-2.8%	i	29.4	0.6	97	0.1%	0.1%	2.7%	0.5%
O=C(Nc1ccc(N2CCCC2)cc1)c1cccc(Cl)c1Cl	4.4%	7.2%	2.4%	i	59.6	0.6	49	-0.5%	-0.2%	3.0%	4.1%
Cc1c(NC(=O)Nc2ccc3c(c2)OCO3)cccc1[N+](=O)[O-]	1.4%	15.4%	-5.2%	i	17.4	0.3	69	0.3%	-0.5%	-4.5%	4.7%
O=C1[C@H]2[C@H](ON3CCCC[C@H]23)C(=O)N1c1cccc(C(F)(F)F)c1	-2.2%	1.9%	-2.2%	i	17.8	-1.1	102	0.8%	1.2%	4.5%	2.0%
CN(c1ccccc1C(=O)O)S(C)(=O)=O	1.5%	7.4%	9.5%	i	53.5	1.0	78	0.2%	0.3%	-4.4%	6.0%	NS5 inhibitors pilot replicate=-1.2
Cc1cc(C)n(-c2ccc(F)cc2CN2CCN(C3CCCC3)C(CCO)C2)n1 (stereo not given)	-1.0%	6.9%	-6.8%	i	31.5	-0.7	61	0.8%	-0.3%	-7.5%	7.0%
CC1CCCN(C(=O)CN2C(=O)c3ccccc3S2(=O)=O)C1 (stereo not given)	/	/	3.7%	i	42.2	3.2	54	0.5%[50 µM]	/	/	5.3%
CCSc1nc2c(cnn2-c2ccccc2)c(=O)n1N	/	10.3%	/	i	21.9	-0.8	36	/	-0.3%	-4.9%	/
COc1ccc(Cn2nnnc2C(c2cc3ccc(OC)cc3[nH]c2=O)N2CCC(C)CC2)cc1 (stereo not given)	1.3%	14.3%	3.4%	i	13.7	0.1	82	-0.4%	0.2%	3.2%	3.1%	NS5 inhibitors pilot replicate=1.2
COc1ccc(-c2ccc(SCC(=O)Nc3nnc(C)s3)nn2)cc1	0.5%	9.8%	0.8%	i	25.8	-1.2	23	-0.9%	0.2%	-9.4%	-13.4%
Cc1cc(C(C)(C)C)ccc1OCCN1CCCC1	-1.4%	-4.8%	7.9%	i	17.6	-1.0	44	4.1%	-0.4%	4.5%	17.5%
O=C(Nc1ccc(CN2CCOCC2)cc1)c1ccc(-c2cccc(Cl)c2)o1	9.3%	0.2%	-2.6%	i	60.9	18.6	90	9.3%	-0.8%	-10.0%	6.2%
CCCCCC(=O)NCC(C)NC(=O)CCCCC (stereo not given)	1.3%	-11.7%	-5.1%	+	/	-0.6	72	0.3%[50 µM]	-0.6%	8.1%	3.8%
OC(c1ccc(Cl)cc1)C(O)c1nc2ccccc2[nH]1 (stereo not given)	0.8%	2.3%	6.5%	i	34.0	0.5	67	-0.4%	-0.4%	-2.5%	-5.7%
Cc1ccc2c(c1)[nH]c1c(=O)n(CCN3CCCCC3)cnc12	-1.0%	10.5%	-4.8%	i	46.4	1.2	72	-0.1%	-0.3%	-5.9%	16.2%
C/C(=N\NC(=O)c1ccc(O)cc1)c1cccc(NC(=O)c2ccccc2C)c1	3.7%	15.6%	-2.9%	i	7.8	1.4	58	0.2%	-0.1%	-4.8%	4.3%
O=C1C2C3CCC(C3NCc3ccccc3)C2C(=O)N1Cc1ccccc1 (stereo not given)	-0.8%	8.5%	9.1%	i	51.2	2.4	55	-0.3%	0.0%	8.6%	10.6%
CCCCN1C(N)=NC[C@@H]1Cc1ccccc1	-0.6%	1.9%	-3.9%	/	/	0.2	68	-0.1%	-0.8%	/	7.3%
Cc1ccc(Nc2nc(-c3cccnc3)nc3ccccc23)cc1	-0.1%	1.8%	7.0%	i	24.0	21.5	58	-1.7%	-0.3%	5.6%	12.3%
COc1ccc(S(=O)(=O)NCCC(=O)Nc2ccc(C)cc2)cc1	2.8%	7.7%	-8.7%	i	37.3	-1.1	45	0.1%	-0.7%	-1.0%	-3.5%
CN(C)CCCN(C(=O)c1ccc([N+](=O)[O-])o1)c1nc2cc3c(cc2s1)OCO3	1.2%	21.2%	13.1%	i	1.6	0.9	59	-0.3%[50 µM]	1.9%	1.8%	12.6%
Cc1ccc(NC(=O)c2cc(-c3cc(Cl)ccc3O)n[nH]2)cc1C	1.1%	2.3%	-6.1%	i	32.1	-0.8	97	-0.8%[50 µM]	-0.5%	-7.4%	8.0%
O=C(NC(=S)Nc1ccc(CN2CCCCC2)cc1)c1cccc(OCc2ccccc2)c1	?	13.0%	3.0%	i	13.8	29.2	55	-0.2%	-1.2%	-5.1%	10.4%
O=C(O)CCC(=O)Nc1ccc(Br)cc1C(=O)c1ccccc1	1.0%	10.9%	-12.9%	i	39.5	-0.9	61	0.3%	0.2%	-8.2%	2.4%
CN[C@H](C)C(=O)NC[C@H]1O[C@@H](n2cnc3c(N)ncnc32)[C@H](O)[C@@H]1O	/	/	0.7%	/	/	2.4	60	0.3%	/	/	8.9%
COC(=O)Cc1ccc(NC(=O)c2ccccc2Br)cc1	1.1%	1.9%	-5.2%	i	58.0	1.4	34	1.6%	0.1%	11.9%	5.5%
CCOC(=O)C1=C(C)N(c2ccc(OC)cc2)C(=O)/C1=C\c1cccs1	1.2%	10.0%	5.4%	i	70.7	1.4	72	0.4%	-0.3%	14.2%	6.0%
O=S(=O)(NCc1ccncc1)c1ccccc1	3.4%	1.3%	0.0%	i	10.9	1.2	79	-0.3%	-1.8%	4.0%	-7.7%
CCOc1ccc(NC(=O)CC2C(=O)N(C)C(=S)N2CCCc2ccccc2)cc1 (stereo not given)	16.5%	-1.5%	2.6%	i	54.8	5.5	47	0.7%[50 µM]	-0.9%	3.8%	6.8%
Cc1cccc(C(=O)Oc2coc(CSc3nnc(NC(=O)C4CC4)s3)cc2=O)c1	-1.1%	8.8%	0.0%	i	41.7	2.3	33	4.2%	/	-15.7%	10.7%
CC(=O)Nc1ccc2c(c1)nc(C)n2Cc1ccccc1	0.7%	9.9%	-6.4%	i	39.2	1.5	48	-0.8%	0.3%	-5.3%	11.3%
CCCCNC(=O)c1onc(CSc2cccc3ccccc23)c1C(=O)O	19.2%	11.8%	49.6µM*	i	33.4	0.6	61	i	-0.1%	-21.8%	6.5%
CCCCCOC(=O)c1cc(=O)[nH]c2ccccc12	-1.6%	13.1%	-1.4%	i	40.6	3.7	38	0.5%	0.0%	-1.2%	5.3%
CCOC(=O)C1CCN(S(=O)(=O)c2ccc(-c3ccc(=O)[nH]n3)o2)CC1	1.4%	-1.6%	-3.1%	i	3.5	0.6	70	1.5%	-0.1%	-3.6%	3.3%
COc1ccc(OC)c(/C=N/NC(=O)c2cnccn2)c1	/	6.4%	-0.8%	i	38.6	1.7	54	0.6%	0.6%	-5.6%	9.3%
